PGC1a acetyl inh – lowers PGC1a acetylation signal in U2OS cells. AlphaScreen anti-acetyl-lysine; with virally co-expressed GCN5 acetyltransferase. inhibition, % at 15.6 µM. AID 651687. actives 0.17% (n = 350,000);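 active means every replicate shows inhibition of at least 40%; inconclusive means mean inhibition at least 40% but some replicate below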;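 further: 0% = neutral control wells and 100% = positive control wells; some results beyond the cut were filed as inactive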
RAD52 anneal inh – blocks human RAD52 DNA annealing; P43351; recombinant RAD52 DNA annealing, FRET fluorescence; inhibition, % at 18.7 µM; actives 0.46% (n = 360,000); AID 651710;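 active means every replicate showing at least 50% inhibition; inconclusive means mean inhibition at least 50% but not in every replicate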
PglD inh – inhibitors of Campylobacter jejuni PglD acetyltransferase | purified PglD enzyme, DTNB colorimetric CoA detection | inhibition, % at 12.5 µM | actives 0.098% (n = 360,000) | AID 602405; in the data active means inhibition above about 16%, passing the limit was not always enough; inconclusive means no clear call, values can overlap the other calls; further: strong numbers were not always called active
E-sel inducer – E-selectin induction on HUVECs. P16581. HUVEC E-selectin immunofluorescence imaging; normalized: neutral wells 0, TNF-alpha wells 100. activation, % at 7.58 µM. actives 0.37% (n = 260,000);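 active means mean E-selectin-positive cell signal at least 10% of the positive control, reached in at least 60% of replicates, without over 20% cell loss; inconclusive means no rule given, readout overlaps actives, possibly toxicity-flagged; inactive means the rest, including those meeting only one limit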;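 further: in these data hits start at about 27%; measured in HUVEC primary endothelial cells; signal is the percent of cells scored E-selectin positive by PE staining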
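System: HUVEC, human umbilical vein endothelial cells; quantity: 3,000 cells/well; buffer or medium: EGM-2 medium, gelatin-coated wells; dosing: single-point compound dose; detection: immunofluorescence imaging; evaluation: % PE-positive cells; benchmarks: TNF-alpha, DMSO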
RAD54 branch – inhibitors of human RAD54 branch migration | Q92698 | RAD54 Holliday junction branch migration, FAM/BHQ fluorescence | inhibition, % at 10.4 µM | actives 0.14% (n = 360,000);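 active means mean normalized replicate activity at least 40 and at least half of replicates scoring 40 or more; inconclusive means only one of the two criteria met; inactive means mean below 40 and under half of replicates reaching 40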;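 further: 0% = median of neutral control wells and 100% = median of positive control wells; inhibitors cause a drop in the FAM fluorescence signal; in these data hits start at about 50%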
miR122 inh – miR-122 inhibition in Huh7 cells. Huh7 miR-122 Renilla luciferase sensor, 48 h; neutral wells = 0, positive control = 100. actives 0.3% (n = 340,000). activation (reporter increase), % at 12.5 µM. AID 602342;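 active means mean replicate activation score at least 90 and every replicate individually at or above 90; inconclusive means only one of the two criteria met; inactive means neither criterion met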;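 further: higher luciferase means less miR-122 activity so hits act as miR-122 inhibitors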
ERAP1 inh – ERAP1 (human) enzyme inhibition; recombinant ERAP1, Leu-AMC fluorescence, 60 min; inhibition, % at 10.7 µM; actives 0.15% (n = 340,000); AID 652197;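 active means mean replicate inhibition of at least 30%, or all replicates individually reaching that 30% level; inactive means mean below 30% and not every replicate reaching it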;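 further: 0% = neutral control wells and 100% = L-leucinethiol positive control wells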
Target sequence (Q9NZ08 whole entry, looked up): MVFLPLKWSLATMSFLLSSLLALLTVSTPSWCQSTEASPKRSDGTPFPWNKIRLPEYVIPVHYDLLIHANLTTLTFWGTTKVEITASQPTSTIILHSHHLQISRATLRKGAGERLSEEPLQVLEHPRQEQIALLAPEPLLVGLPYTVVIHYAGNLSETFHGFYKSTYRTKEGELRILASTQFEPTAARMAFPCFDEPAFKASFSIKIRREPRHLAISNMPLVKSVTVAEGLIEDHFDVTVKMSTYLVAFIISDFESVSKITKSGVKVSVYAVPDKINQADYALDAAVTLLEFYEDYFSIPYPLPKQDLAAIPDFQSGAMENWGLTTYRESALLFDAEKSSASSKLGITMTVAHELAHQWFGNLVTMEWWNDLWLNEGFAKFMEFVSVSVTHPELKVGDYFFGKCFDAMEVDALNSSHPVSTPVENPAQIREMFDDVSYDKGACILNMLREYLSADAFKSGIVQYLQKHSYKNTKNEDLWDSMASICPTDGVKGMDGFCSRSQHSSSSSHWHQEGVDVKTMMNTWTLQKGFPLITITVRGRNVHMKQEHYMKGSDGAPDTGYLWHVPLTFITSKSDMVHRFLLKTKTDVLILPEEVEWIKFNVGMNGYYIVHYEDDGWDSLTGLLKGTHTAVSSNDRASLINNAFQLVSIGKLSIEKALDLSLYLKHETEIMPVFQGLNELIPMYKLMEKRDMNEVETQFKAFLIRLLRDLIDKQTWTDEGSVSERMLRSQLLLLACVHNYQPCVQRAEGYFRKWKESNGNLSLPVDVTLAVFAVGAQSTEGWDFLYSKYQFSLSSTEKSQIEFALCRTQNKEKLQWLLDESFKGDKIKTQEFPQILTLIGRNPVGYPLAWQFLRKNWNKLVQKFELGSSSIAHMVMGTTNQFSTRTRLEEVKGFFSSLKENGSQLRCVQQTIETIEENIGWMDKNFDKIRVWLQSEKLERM
Cneo AK release – causes C. neoformans cell lysis; AID 651654; adenylate kinase release luminescence, 4 h; normalised: neutral wells 0, clomiphene wells 100; actives 0.2% (n = 360,000); lysis activity, % at 15 µM;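 active means mean lysis activity across replicates of at least 80%, whatever share of replicates individually reach that level; inactive means mean lysis activity below 80%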
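Assay system: C. neoformans cells. Amount: yeast cell density of 5 × 10^6 cells/mL. Technique: AK luminescence. Buffer or medium: YPD. Times: static 4 h at 37 °C with compound, 1 h detection. Dosing: single-point compound dose. Read-out: lysis from increased AK signal.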
Active calls of the source: *; ? = inconclusive; . = no result given; [ ] = remark or other dose.

no. | Structure | miR122 inh | Cneo AK release | ERAP1 inh | RAD54 branch | PGC1a acetyl inh | PglD inh | RAD52 anneal inh | E-sel inducer
1 | CCc1ccc(NC(=O)C(=O)NCC2CCCN2S(=O)(=O)c2ccccc2)cc1 (stereo not given) | -9 | -1 | 0 | -2 | 6 | -2 | -30 | 3.4
2 | CCc1nnc(NC(=O)c2cc(Cl)ccn2)s1 | . | -2 | -3 | 1 | . | -3 | -36 | .
3 | COC(=O)[C@@]1(CCC(=O)OC(C)(C)C)N=C(c2ccc(OCCCO)cc2)O[C@H]1c1ccccc1CN=[N+]=[N-] | . | -1 | 1 | -4 | -14 | 5 | -22 | .
4 | C[C@@H]1CN([C@@H](C)CO)C(=O)c2cc(NS(=O)(=O)c3ccccc3)ccc2O[C@@H](C)CCCCO[C@H]1CN(C)Cc1ccncc1 | -6[16.7 µM] | 3 | -6 | -2 | 4 | 5 | 16 | .
5 | COc1cc(NC(=O)C2CCN(S(=O)(=O)c3cccnc3)CC2)cc(OC)c1OC | 5 | -7 | . | 6 | 3 | 0 | . | .
6 | CCCC#Cc1cnc2c(c1)C(=O)N([C@@H](C)CO)C[C@H](C)[C@H](CN(C)S(=O)(=O)c1cccc(OC)c1)O2 | -20[16.7 µM] | -7 | 0 | -15 | 4 | -5 | 8 | -0.2
7 | Cn1nc(C(=O)OCC(=O)NC2CCS(=O)(=O)C2)c2ccccc2c1=O (stereo not given) | -8 | 11 | 1 | -10 | -2 | -4 | -18 | -0.5
8 | Cc1cc(C)cc(N(CC(=O)NC2CCCC2)S(=O)(=O)c2c(C)[nH]c(=O)[nH]c2=O)c1 | -1 | 0 | 2 | -8 | 0 | 3 | 3 | 0.0
9 | c1ccc(-c2csc3ncnc(NCc4ccccn4)c23)cc1 | -11 | . | -2 | . | 13 | . | -4 | .
10 | COc1cccc(CN2C(=O)CCC2(C)C(=O)NCCc2ccc(OC)c(OC)c2)c1 (stereo not given) | 0 | 1 | -1 | -3 | 3 | -9 | -1 | .
11 | O=C(Nc1ccccc1Cl)N1CCN(Cc2ccc3c(c2)OCO3)CC1 | -4 | -1 | -1 | 0 | -1 | 0 | -17 | -2.7
12 | COc1cccc(NC(=S)N(Cc2ccc(Cl)cc2)Cc2ccc(C(=O)O)cc2)c1 | 2 | . | -7 | . | . | . | 0 | 2.4
13 | CN(CC(=O)Nc1ccc(F)c(F)c1F)C(=O)c1ccc(=O)[nH]c1 | . | 1 | 0 | 7 | . | -13 | -15 | .
14 | CC(C)NC(=O)N1CCCCN2[C@H](CO)[C@H](c3ccc(C#C[C@H](C)O)cc3)[C@H]2C1 | 3[16.7 µM] | -1 | . | -2 | 8 | 2 | . | 0.1
15 | COC(=O)c1sc2ccc(C)cc2c1C(=O)OC | -7 | 12 | . | -10 | . | -2 | . | .
16 | O=C1COc2ccc(-c3csc(=Nc4ccc(OC(F)F)cc4)n3CC3CCCO3)cc2N1 (stereo not given) | -10 | 0 | . | -7 | 7 | 5 | . | .
17 | Cc1[nH]c2ccccc2c1/C=N/NC(=O)CCC(=O)Nc1ccccc1 | 2 | 3 | 5 | -2 | 10 | 5 | -20 | .
18 | CCOC(=O)C(=O)N(C)c1c(CC)nc2c(OCc3ccccc3C)cccn12 | -3 | -1 | -2 | -6 | -3 | 4 | -23 | 0.6
19 | O=C(c1cccc([N+](=O)[O-])c1)N1CCc2ccccc21 | 0 | -2 | 1 | 7 | ? | -3 | -2 | .
20 | Cc1ccn2c(/C=N/OCc3ccc(F)cc3)c(-c3ccc(Cl)cc3)nc2c1 | -8 | 1 | . | -1 | 4 | 2 | . | .
21 | CC1=C(C(=O)N2CCOCC2)CC(CC(=O)NC2CCCC2)C(=O)N1CCCN1CCCC1=O (stereo not given) | -2 | 1 | . | 9 | 7 | -2 | -14 | 8.6
22 | COc1ccc(C2CC(=O)C3=C(C2)Nc2ncnn2C3c2ccccc2)cc1 (stereo not given) | -5 | 0 | . | 22 | 7 | -3 | . | .
23 | O=[N+]([O-])c1ccc(C(O)CN2CCN(C/C=C/c3ccccc3)CC2)cc1 (stereo not given) | . | 7 | -3 | -2 | . | -4 | -9 | -0.2
24 | Cc1ccc(NC(=O)c2c(C)nc3sc(C(=O)NC4CCCC4)c(N)c3c2-c2ccco2)c(C)c1 | 0 | -1 | 2 | -20 | -4 | -5 | -36 | .
25 | O=C(O)c1sc2cc(C(F)(F)F)cnc2c1-c1ccccc1 | -2 | 0 | . | -1 | 3 | 4 | . | .
26 | COc1ccc(N2CCN(CC(O)COc3ccc(C)c(C)c3)CC2)cc1 (stereo not given) | 2 | -1 | -1 | -12 | -1 | 8 | 11 | .
27 | CCn1c(CNC(=O)c2ccc(OC)c(OC)c2)nnc1SCC(=O)Nc1ccccc1 | -6 | 2 | -2 | 1 | -6 | 1 | 3 | .
28 | COc1cccc(-c2ccc3c(c2)[C@@H]2[C@@H](CCN2C(=O)C2CCCCC2)[C@H](CO)N3)c1 | . | . | 0 | . | -11 | . | -13 | 0.0
29 | COc1ccc(-c2nc(CS(=O)CC(=O)NCc3cccnc3)c(C)o2)cc1OC (stereo not given) | -3 | -3 | 13 | 7 | -7 | 2 | 9 | 0.9
30 | O=C(c1ccncc1)N1C[C@H]2[C@@H](c3ccccc31)[C@@H](CO)N2C(=O)CN1CCOCC1 | 12[16.7 µM] | 2 | 1 | 1 | 3 | -2 | 7 | 0.0
31 | COc1ccc(C)c2sc(=NC(=O)C(C)C)n(C)c12 | -2 | 3 | 6 | -11 | . | -4 | -3 | 0.7
32 | COc1ccc(NC(=O)N(C)C[C@@H]2Oc3ccc(NC(=O)NC4CCCCC4)cc3C(=O)N([C@H](C)CO)C[C@H]2C)cc1 | -3[16.7 µM] | 1 | 3 | -10 | -13 | 1 | -16 | -5.3
33 | CC(=O)Nc1ccc(NC(=O)C(C)n2nc(C)c([N+](=O)[O-])c2C)cc1 (stereo not given) | 8 | 4 | . | 0 | -5 | -2 | -7 | -0.8
34 | O=C(Nc1ccc(-c2ccccc2)cc1)[C@H]1[C@H](CO)[C@H]2Cn3c(cccc3=O)[C@@H]1N2Cc1cncnc1 | 2[16.7 µM] | 0 | 0 | 7 | . | 0 | 5 | -1.0
35 | Cc1ccc(C(=O)Nc2cccc(C(=O)NC3CCCC3)c2)cc1 | 2 | 1 | -1 | -6 | 1 | 2 | 2 | -1.2
36 | Cn1c(=O)cc(OCC(=O)NCCCN2CCN(Cc3ccccc3)CC2)c2ccccc21 | 2 | 2 | -3 | 9 | -2 | 5 | -6 | 0.7
37 | CC(=O)NC[C@H]1[C@H](c2ccc(-c3ccccc3)cc2)[C@H](CO)N1C(=O)C1CCC1 | 14[16.7 µM] | 9 | -1 | -3 | -1 | 2 | -35 | 0.0
38 | CC(C)NC(=O)N(C)C[C@H]1Oc2cc(-c3ccccc3F)ccc2S(=O)(=O)N([C@H](C)CO)C[C@H]1C | -11[16.7 µM] | -5 | -2 | -2 | -9 | -1 | -3 | 0.1
39 | Cc1ccc(C)c(NC(=O)Cn2cnc3c(oc4ccccc43)c2=O)c1 | 0 | 0 | 3 | -10 | . | -1 | -7 | 0.0
40 | C[C@@H]1CN([C@@H](C)CO)C(=O)c2cc(/C=C/c3ccccc3)cnc2O[C@H]1CN(C)C(=O)Cc1cccnc1 | 3[16.7 µM] | 5 | 1 | 3 | 10 | 1 | -7 | 0.6
41 | COc1ccc(N=C2NC(=O)CS2)c([N+](=O)[O-])c1 | -1 | . | -2 | . | 2 | . | -5 | -8.6
42 | COc1ccc2c(c1)N(C)/C(=C1/SC(=S)N(NC(C)=O)C1=O)S2 | -4 | 2 | 0 | -8 | -3 | -1 | -61 | .
43 | COc1ccc(-c2ccc3c(c2)O[C@@H](CN(C)Cc2cccnc2)[C@H](C)CN([C@H](C)CO)S3(=O)=O)cc1 | . | -3 | 1 | -6 | 8 | -1 | 24 | 0.3
44 | Cc1cccc(N2CCN(C(=O)CSCc3c(C)noc3C)CC2)c1C | -16 | -1 | . | 5 | . | 0 | . | .
45 | COc1ccc(C(=O)Nc2ccc3c(c2)C(=O)N(C)C[C@@H](OC)[C@H](C)CN(C(C)=O)[C@@H](C)CO3)cc1 | 9[16.7 µM] | 0 | 2 | -8 | 0 | -1 | -2 | -0.1
46 | CN1C(=O)c2cc(NC(=O)Nc3ccc(F)cc3)ccc2OC[C@H]2O[C@H](CC(=O)NC3CCC3)CC[C@H]21 | -8[16.7 µM] | 0 | -4 | -3 | 0 | 3 | -1 | 0.2
47 | C[C@@H]1CN([C@@H](C)CO)C(=O)c2cc(Br)cnc2O[C@H]1CN(C)C(=O)c1ccccn1 | -4[16.7 µM] | -2 | 4 | 8 | -20 | -2 | 7 | 0.1

Screening results from PubChem.

Rows are unselected (roughly 1.4% active in at least one column).
